Screening data from PubChem BioAssay.
CHRM1 PAM: human CHRM1 positive allosteric modulation | P11229 | CHO-K1 hM1, Fluo-8 calcium fluorescence, ACh EC20; 0% = ACh EC20, 100% = maximal ACh | activation, % at 3 µM | 360,000 tested, 0.088% active | AID 588819; in the data active = activation above about 19%, passing the limit was not always enough
CHRM1 agonist: human M1 muscarinic receptor agonism; 360,000 tested, 0.33% active; CHO-K1 hM1, Fluo-8 calcium fluorescence, agonist mode; 0% DMSO, 100% acetylcholine EC100; activation, % at 3 µM; P11229;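 active = activation above the run's mean compound activation plus 3 SD, cut at about 16% in these data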;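 note: peak over basal fluorescence ratio within a 140 s kinetic read after compound addition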
OXTR agonist: human OXTR agonism. P30559. CHO-OTR cells, Fluo-8 calcium fluorescence; normalized: DMSO 0%, oxytocin 100%. activation, % at 3 µM. 320,000 tested, 0.32% active;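 active = activation above the mean of all tested compounds plus 3 SD, cutoff set per screening run, cut at about 20% in these data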;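 note: peak over basal fluorescence ratio from a 100 s FLIPR kinetic read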
V1R ag counter: V1a receptor agonism, counter-screen for OXTR agonists; P37288; CHO-V1R cells, Fluo-8 calcium fluorescence, agonist mode; 0% DMSO, 100% 3 nM vasopressin; activation, % at 3 µM; 320,000 tested, 0.25% active; AID 2797;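 active = activation above the mean activation of all tested compounds plus 3 SD, per screening run, cut at about 20% in these data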;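 note: signal is peak over basal fluorescence ratio across a 100 second FLIPR read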
Target sequence (P37288 whole entry, looked up): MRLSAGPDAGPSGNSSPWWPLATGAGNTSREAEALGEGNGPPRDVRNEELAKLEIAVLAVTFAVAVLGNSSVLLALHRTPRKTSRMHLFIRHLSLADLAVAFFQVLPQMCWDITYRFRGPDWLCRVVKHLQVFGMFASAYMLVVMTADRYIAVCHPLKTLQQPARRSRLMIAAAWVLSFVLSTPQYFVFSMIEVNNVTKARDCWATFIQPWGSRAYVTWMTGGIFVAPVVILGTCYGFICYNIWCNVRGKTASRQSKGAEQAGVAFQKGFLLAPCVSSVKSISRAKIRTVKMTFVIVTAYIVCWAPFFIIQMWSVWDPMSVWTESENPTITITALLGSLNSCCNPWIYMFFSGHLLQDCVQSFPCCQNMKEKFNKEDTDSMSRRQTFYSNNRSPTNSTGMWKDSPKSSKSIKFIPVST
CHO parental Ca: counter-screen: ATP calcium response change in parental CHO cells. inhibition, % at 5.6 µM. AID 463079. 330,000 tested, 0.63% active. parental CHO-K1, ATP-induced calcium, Fluo-8 fluorescence;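 active = inhibition above that plate's mean sample inhibition plus 3 SD, cut at about 26% in these data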;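 note: 0% = ATP-challenged DMSO wells and 100% = DMSO wells without ATP; some compounds past the cut are filed as inactive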
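Assay system: untransfected parental CHO cell line. Also added: ATP agonist challenge. Dosing: one dose, 5.6 µM nominal. Measured by: Fluo-8 fluorescence. Read-out: % inhibition. Benchmarks: ATP wells versus no-ATP DMSO wells. Repeats: no replicates.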
CHRM1 antagonist: antagonists of human M1 muscarinic receptor; 360,000 tested, 1.3% active; inhibition, % at 3 µM; CHO-K1 hM1, Fluo-8 calcium fluorescence, ACh EC80 antagonist; P11229;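 active = percent inhibition above its own plate's cutoff, namely the mean of that plate's compound wells plus 3 SD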;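 note: peak over basal fluorescence ratio during 140 s after agonist addition; 0% = ACh EC80 plus DMSO and 100% = DMSO alone without agonist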
OXTR potentiator: human OXTR potentiation. P30559. 320,000 tested, 0.061% active. CHO-OTR cells, Fluo-8 calcium fluorescence, potentiator mode; 0% = oxytocin EC15, 100% = EC100. activation, % at 3 µM. AID 2445;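 active = activation above that plate's cutoff, the mean activation of tested compounds plus 3 SD, cut at about 6.6% in these data, passing the limit was not always enough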;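 note: 100% uses oxytocin at 75 nM as the full agonist control; some results filed as inactive read as strong as hits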
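Material: human OTR in CHO cells. Compound: 3.0 µM, one dose. Timing: compound 6 min at room temperature before oxytocin, 100 s read. Evaluation: % activation of max/min ratio relative to oxytocin controls. Replication: single well per compound, singlicate. Signal: Fluo-8 calcium dye fluorescence.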
TAAR1 antagonist: human TAAR1 antagonism; AID 624466; Q96RJ0; CHO RD-HGA16 TAAR1, Fluo-8 calcium fluorescence, antagonist; 360,000 tested, 1.5% active; inhibition, % at 3 µM;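 active = inhibition above a per-plate cutoff, the mean inhibition of test compounds on that plate plus 3 SD, cut at about 49% in these data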;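 note: 0% = DMSO plus EC80 beta-PEA response and 100% = DMSO alone without agonist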
Target sequence (Q96RJ0 whole entry, looked up): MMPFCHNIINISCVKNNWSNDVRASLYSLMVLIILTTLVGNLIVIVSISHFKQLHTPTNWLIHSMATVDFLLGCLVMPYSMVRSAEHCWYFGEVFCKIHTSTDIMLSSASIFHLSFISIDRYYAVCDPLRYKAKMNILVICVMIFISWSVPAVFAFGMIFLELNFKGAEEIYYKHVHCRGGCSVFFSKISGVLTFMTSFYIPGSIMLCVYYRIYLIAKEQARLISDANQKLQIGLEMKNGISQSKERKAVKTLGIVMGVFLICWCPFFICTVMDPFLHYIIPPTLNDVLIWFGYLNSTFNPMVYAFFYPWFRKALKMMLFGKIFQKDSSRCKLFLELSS
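System: RD-HGA16 CHO cells with stable hTAAR1 and Gα16 | Probe or stimulus: EC80 β-phenethylamine stimulus | Dosing: 3 µM, single point | Times: Dye loading 75 min at 37 °C, then 30 min room temperature | Measured by: Fluo-8 calcium-sensitive fluorescence | Read-out basis: % inhibition of agonist calcium response | Replicates: n of 1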
TAAR1 agonist: human TAAR1 agonism; Q96RJ0; CHO RD-HGA16 TAAR1, Fluo-8 calcium fluorescence; vehicle wells 0%, saturating PEA agonist 100%; activation, % at 3 µM; 360,000 tested, 0.99% active; AID 624467;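 active = activation above the mean activation of all test compounds in the run plus 3 SD, cut at about 38% in these data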
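Benchmarks: low control DMSO, high control PEA (EC100); System: CHO RD-HGA16 cells carrying human TAAR1 plus Gα16; Detection: Fluo-8 fluorescence, 5 s baseline then 140 s kinetic read; Schedule: 17-24 h plating, Fluo-8 75 min 37 °C, 30 min RT; Read-out basis: % activation from peak over basal fluorescence ratio, DMSO-to-PEA scaled.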
* marks the source's active call; other numbers are inactive results; . = no result given.

SMILES	CHRM1 PAM	CHRM1 agonist	OXTR agonist	V1R ag counter	CHO parental Ca	CHRM1 antagonist	OXTR potentiator	TAAR1 antagonist	TAAR1 agonist
CN(C)CCNC(=O)Cn1nc(C(F)F)cc1C1CC1	0	-3	0.4	1.0	3	1	-5	0	6
CC1(C)CC(NC(=O)c2ccccc2C(=O)NC2CC(C)(C)NC(C)(C)C2)CC(C)(C)N1	10	-9	0.2	-0.2	0	-13	3	4	7
COc1ccccc1NC(=S)NC(=O)/C=C/c1cccs1	2	-4	-0.6	-0.1	-11	-4	-4	17	-1
O=C(Nc1ccccc1C(=O)Nc1ccc(Cl)cc1)c1cccnc1	-6	-3	-1.2	1.5	-27	15	-11	7	4
COc1cccc(CN2CCC(C)(Oc3cccc(Cl)c3)C2)c1OC (configuration not stated)	-2	-5	.	.	.	-2	.	-3	5
O=C(O)c1cc(-c2ccccc2)nn1CC1CC(c2cccc([N+](=O)[O-])c2)=NO1 (configuration not stated)	.	.	-0.5	2.6	2	.	2	-11	4
CC1(C(=O)N/N=C/c2cc3c(cc2Br)OCO3)CC1(Br)Br (configuration not stated)	9	-4	-0.3	-1.1	-20	-5	0	7	1
CCS(=O)(=O)c1ccc2oc(Nc3cc(Cl)ccc3OC)nc2c1	8	-1	0.5	0.9	-1	-7	-6	10	2
Cc1cc(NC(=O)COc2ccc([N+](=O)[O-])cc2)no1	8	-2	-1.7	0.4	-15	2	-4	-20	12
CCC(=O)Nc1nc(C)c(-c2csc(Nc3cccc(O)c3)n2)s1	18	1	-1.2	-0.6	-15	-20	-18	-23	0
CC(=O)Nc1cccc(NC(=O)CCNC(=O)c2ccc(Cl)cc2)c1	-6	-3	-0.4	-0.8	-1	14	-3	-8	6
Cc1ccc2cc(C#N)c(NCCCNC(=O)C3CCCO3)nc2c1 (configuration not stated)	9	-4	-1.6	0.6	-10	-7	-6	19	6
CCCCOC(=O)Nc1ccc(S(=O)(=O)Nn2cnnc2)cc1	3	-2	2.2	2.1	3	-6	3	2	16
O=C(NCCc1ccccn1)C1CC(=O)N(Cc2ccccc2Cl)C1 (configuration not stated)	10	-6	-0.1	0.3	-7	-10	-2	17	7
COc1ccc(C2Nc3ccccc3C(=O)N2Cc2ccccc2)cc1CN1CCOCC1 (configuration not stated)	0	-5	-0.5	-0.8	-6	6	2	-8	0

A few values from the entries so far.
V1R ag counter, O=C(Nc1ccccc1C(=O)Nc1ccc(Cl)cc1)c1cccnc1 = 1.5
OXTR agonist, CC(=O)Nc1cccc(NC(=O)CCNC(=O)c2ccc(Cl)cc2)c1 = -0.4

Three records picked at random from those above:
SMILES	CHRM1 PAM	CHRM1 agonist	OXTR agonist	V1R ag counter	CHO parental Ca	CHRM1 antagonist	OXTR potentiator	TAAR1 antagonist	TAAR1 agonist
CCS(=O)(=O)c1ccc2oc(Nc3cc(Cl)ccc3OC)nc2c1	8	-1	0.5	0.9	-1	-7	-6	10	2
O=C(O)c1cc(-c2ccccc2)nn1CC1CC(c2cccc([N+](=O)[O-])c2)=NO1 (configuration not stated)	.	.	-0.5	2.6	2	.	2	-11	4
Cc1cc(NC(=O)COc2ccc([N+](=O)[O-])cc2)no1	8	-2	-1.7	0.4	-15	2	-4	-20	12

Following part.
SMILES	CHRM1 PAM	CHRM1 agonist	OXTR agonist	V1R ag counter	CHO parental Ca	CHRM1 antagonist	OXTR potentiator	TAAR1 antagonist	TAAR1 agonist
CCc1cc(=O)oc2cc(OC(C)C(=O)NCC3CCC(C(=O)O)CC3)c(Cl)cc12 (configuration not stated)	-1	-1	0.7	1.4	-3	-2	-7	-12	0
CN(C(=O)CSc1ncnc2sc(-c3ccccc3)cc12)C1CCS(=O)(=O)C1 (configuration not stated)	13	-10	1.1	0.1	-9	-6	-5	6	4
COc1ccc(S(=O)(=O)Nc2cccc3c2O[C@H](CN(C)S(=O)(=O)c2cccs2)[C@@H](C)CN([C@H](C)CO)C3=O)cc1	-5	-7	1.1	-0.5	-13	9	2	8	15
Cc1cc(C)cc(NC(=O)CCc2c(C)nn(-c3ccc(N4CCOCC4)nn3)c2C)c1	0	-3	0.2	3.0	-21	-1	-7	7	1
Cc1ccccc1CSc1ccc2nnc(-c3ccccn3)n2n1	6	1	-1.4	-0.5	-9	0	2	-58	8
COc1ccc(N2CCN(C(=O)CSc3nc(C)cs3)CC2)cc1	15	-1	0.6	1.3	-39	-23	7	-10	0
CN(C)CCOc1ccc(C(C)(C)c2ccccc2)cc1	10	-3	2.4	0.2	-5	-11	0	-15	8
COc1ccc(Cl)cc1S(=O)(=O)NC(C)c1cnn(-c2ccccn2)c1C (configuration not stated)	-1	2	.	.	.	-6	.	2	7
Clc1nccc(N2CCN(c3ccccc3Cl)CC2)n1	4	-4	-2.6	-0.6	-21	-7	-8	-27	5
COc1nc(N)c(S(=O)(=O)c2ccccc2)cc1C#N	-16	-2	1.2	0.4	-10	26	-4	8	12
CNC[C@@H]1Oc2ccc(NS(=O)(=O)c3ccc(OC)cc3)cc2CC(=O)N([C@H](C)CO)C[C@@H]1C	14	-10	2.0	1.3	-2	-19	2	.	.
Cc1nnc(SCCOc2ccccc2)s1	3	-5	-1.6	-0.1	0	2	-11	15	3
CCCCCn1cnnc1SCC(=O)c1c(N)n(C2CC2)c(=O)[nH]c1=O	9	-1	.	.	.	-13	.	-14	1
Nc1nc(-c2c[nH]c3ccccc23)cs1	3	-3	0.9	-0.1	5	-2	-10	2	5
Cc1cccc(-c2ccc3c(c2)C2CC3CCN2Cc2ccc3c(c2)OCO3)c1 (configuration not stated)	3	-2	.	.	.	2	.	-7	10

In the list so far, two contain a cyano group:
SMILES	CHRM1 PAM	CHRM1 agonist	OXTR agonist	V1R ag counter	CHO parental Ca	CHRM1 antagonist	OXTR potentiator	TAAR1 antagonist	TAAR1 agonist
Cc1ccc2cc(C#N)c(NCCCNC(=O)C3CCCO3)nc2c1 (configuration not stated)	9	-4	-1.6	0.6	-10	-7	-6	19	6
COc1nc(N)c(S(=O)(=O)c2ccccc2)cc1C#N	-16	-2	1.2	0.4	-10	26	-4	8	12

Next part.
SMILES	CHRM1 PAM	CHRM1 agonist	OXTR agonist	V1R ag counter	CHO parental Ca	CHRM1 antagonist	OXTR potentiator	TAAR1 antagonist	TAAR1 agonist
Cc1cc2nc(-c3cccc(Br)c3)c(Cc3ccccc3)n2c(C)c1Br	-11	-4	.	.	.	22	.	-3	0
OCC[C@H]1C[C@@H](O)[C@H](O)[C@]2(CCCc3ccccc3O2)O1	8	-3	0.3	1.0	-2	-2	-11	1	-1
COc1ccc(C(=O)O)cc1S(=O)(=O)Nc1ccc(N2CCCCC2)cc1	9	-1	1.3	0.2	-7	-10	5	10	2
CCCNc1cc(C)oc(=O)c1C(=O)CC	9	-5	-0.6	0.6	-10	-5	0	-14	1
Cc1nc2ccc(NC(=O)Cc3ccccc3F)cc2s1	4	-1	-0.2	0.1	-4	3	1	9	-1
CC(C)NC(=O)COc1ncnc2sccc12	10	0	0.5	0.0	1	-11	-1	17	11
CC(=O)c1cn(CC(=O)Nc2ccccc2Cl)c2ccccc12	-9	3	11	11	-3	19	-14	-14	5
CC(C)N(C)c1ncnc2c1ncn2[C@H]1CN(Cc2ccc(F)cc2)C[C@@H](CO)O1	0	1	.	.	.	6	.	-23	1
CCc1ccccc1NC(=O)NC1CC2CCC(C1)N2Cc1ccco1 (configuration not stated)	-8	-6	-0.3	0.5	-8	13	-11	-1	3
C=CCn1c(SCC(=O)N2CCCC2)nc2cc(C(=O)NCC3CCCO3)ccc2c1=O (configuration not stated)	2	-4	-1.0	2.9	-14	-4	-2	3	11
O=C1CCC(/C=C/c2ccccc2)=NN1Cc1ccccc1	5	-7	-2.3	0.6	-22	3	-3	12	3
CC(CCc1ccccc1)NC(=O)Cc1cccs1 (configuration not stated)	1	-3	-1.2	-1.8	-9	8	-4	19	2
OC1(c2ccc(Br)cc2)CCNCC1	-13	-7	2.5	1.2	-4	14	-11	9	3
COc1ccc(NC(=O)CN(C)S(=O)(=O)c2ccc(C)cc2)c([N+](=O)[O-])c1	1	-2	-1.7	0.7	-6	-9	-3	-11	1
C/C(=N\NC(=O)c1ccc(-n2cnnn2)cc1)c1ccc(C)cc1	1	-3	0.5	1.1	-13	2	4	14	1

Compound profiles, from the list above:
CCc1ccccc1NC(=O)NC1CC2CCC(C1)N2Cc1ccco1 (configuration not stated) is entered as CHRM1 PAM = -8; CHRM1 agonist = -6; OXTR agonist = -0.3; V1R ag counter = 0.5; CHO parental Ca = -8; CHRM1 antagonist = 13; OXTR potentiator = -11; TAAR1 antagonist = -1; TAAR1 agonist = 3
Cc1cc2nc(-c3cccc(Br)c3)c(Cc3ccccc3)n2c(C)c1Br is entered as CHRM1 PAM = -11; CHRM1 agonist = -4; OXTR agonist = .; V1R ag counter = .; CHO parental Ca = .; CHRM1 antagonist = 22; OXTR potentiator = .; TAAR1 antagonist = -3; TAAR1 agonist = 0
C/C(=N\NC(=O)c1ccc(-n2cnnn2)cc1)c1ccc(C)cc1 is entered as CHRM1 PAM = 1; CHRM1 agonist = -3; OXTR agonist = 0.5; V1R ag counter = 1.1; CHO parental Ca = -13; CHRM1 antagonist = 2; OXTR potentiator = 4; TAAR1 antagonist = 14; TAAR1 agonist = 1
